M4 ag: human M4 muscarinic receptor agonists, primary screen, CHO-K1 cells, Fluo-8 calcium fluorescence. CHO-K1 hM4/Gqi5; vehicle 0%, full acetylcholine response 100%. activation, % at 3 µM. Muscarinic acetylcholine receptor M4 (Homo sapiens), P08173. actives 0.14% (n = 360,000);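 active = activation above the run mean over all test wells plus 3 SD, cut at about 32% in these data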;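 also: peak over basal fluorescence ratio per well then scaled between controls; 0% = DMSO wells and 100% = acetylcholine at EC100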
Target sequence (P08173 whole entry, looked up): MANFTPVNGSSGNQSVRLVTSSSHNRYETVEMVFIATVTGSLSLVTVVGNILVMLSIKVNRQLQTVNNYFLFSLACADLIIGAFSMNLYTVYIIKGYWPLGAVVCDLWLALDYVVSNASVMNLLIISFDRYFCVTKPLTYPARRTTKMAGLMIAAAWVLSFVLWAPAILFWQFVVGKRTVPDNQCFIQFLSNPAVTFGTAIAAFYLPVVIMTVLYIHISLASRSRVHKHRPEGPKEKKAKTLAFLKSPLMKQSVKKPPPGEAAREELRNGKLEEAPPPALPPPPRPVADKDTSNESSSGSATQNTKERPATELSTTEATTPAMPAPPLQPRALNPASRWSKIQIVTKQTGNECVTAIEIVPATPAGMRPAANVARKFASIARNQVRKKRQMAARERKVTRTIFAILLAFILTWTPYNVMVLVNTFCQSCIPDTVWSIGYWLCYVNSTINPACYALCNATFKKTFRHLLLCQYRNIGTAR
CHRM1 antagonist: human M1 muscarinic receptor antagonists, primary screen, CHO-K1 cells, Fluo-8 calcium fluorescence, 1536-well; Muscarinic acetylcholine receptor M1 (Homo sapiens), P11229; CHO-K1 hM1, ACh EC80 antagonist; inhibition, % at 3 µM; actives 1.3% (n = 360,000);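 active = percent inhibition above its own plate's cutoff, namely the mean of that plate's compound wells plus 3 SD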;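 also: peak over basal fluorescence ratio during 140 s after agonist addition; 0% = ACh EC80 plus DMSO and 100% = DMSO alone without agonist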
CHRM1 PAM: human M1 muscarinic receptor positive allosteric modulators, primary screen, CHO-K1 cells, Fluo-8 calcium fluorescence, 1536-well. AID 588819, 2011. actives 0.088% (n = 360,000). activation, % at 3 µM. Muscarinic acetylcholine receptor M1 (Homo sapiens), P11229. CHO-K1 hM1, ACh EC20; 0% = ACh EC20, 100% = maximal ACh; in the data active = activation above about 19%, passing the limit was not always enough
M4 PAM: human M4 muscarinic receptor positive allosteric modulators, primary screen, CHO-K1 cells, Fluo-8 calcium fluorescence; activation, % at 3 µM; CHO-K1 hM4/Gqi5, ACh EC20; 0% = ACh EC20, 100% = maximal ACh; actives 0.4% (n = 360,000); Muscarinic acetylcholine receptor M4 (Homo sapiens), P08173;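 active = activation above its plate's cutoff, the mean activation of sample wells plus 3 SD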; also: some results filed as inactive read as strong as hits
CHRM5 agonist: human M5 muscarinic receptor agonists, primary screen, CHO-K1 cells, Fluo-8 calcium fluorescence; Muscarinic acetylcholine receptor M5 (Homo sapiens), P08912; CHO-K1 hM5 cells; 0% DMSO wells, 100% maximal acetylcholine response; activation, % at 3 µM; actives 0.19% (n = 360,000); AID 624037, 2012;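 active = activation above the run's mean over test compounds plus 3 SD, cut at about 23% in these data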;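 also: signal is peak over basal fluorescence ratio across the kinetic read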
Target sequence (P08912 whole entry, looked up): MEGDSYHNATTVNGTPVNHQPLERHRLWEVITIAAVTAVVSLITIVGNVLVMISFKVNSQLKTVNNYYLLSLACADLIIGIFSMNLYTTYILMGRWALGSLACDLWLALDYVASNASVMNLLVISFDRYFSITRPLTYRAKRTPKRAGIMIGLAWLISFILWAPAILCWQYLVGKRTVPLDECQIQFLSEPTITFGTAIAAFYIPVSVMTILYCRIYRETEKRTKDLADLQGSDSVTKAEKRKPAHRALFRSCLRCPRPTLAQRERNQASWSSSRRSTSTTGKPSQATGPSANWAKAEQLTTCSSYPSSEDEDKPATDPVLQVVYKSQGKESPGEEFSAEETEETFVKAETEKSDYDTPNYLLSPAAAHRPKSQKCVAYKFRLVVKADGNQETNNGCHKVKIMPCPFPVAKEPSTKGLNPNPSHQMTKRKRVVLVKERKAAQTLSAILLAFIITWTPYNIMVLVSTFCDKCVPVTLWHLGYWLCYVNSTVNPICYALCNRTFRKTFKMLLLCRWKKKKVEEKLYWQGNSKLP
M5 PAM: human M5 muscarinic receptor positive allosteric modulators, primary screen, CHO-K1 cells, Fluo-8 calcium fluorescence. activation, % at 3 µM. Muscarinic acetylcholine receptor M5 (Homo sapiens), P08912. actives 0.3% (n = 360,000). CHO-K1 hM5, ACh EC20 PAM; 0% = ACh EC20, 100% = ACh EC100;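 active = activation above the run cutoff, the mean activation of all test compounds plus 3 SD, cut at about 18% in these data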
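system = human M5 receptor in CHO-K1 cells | reagent = EC20 acetylcholine as agonist stimulus | compound dosing = single-point, 3 µM nominal | incubation = Fluo-8 loading 80 min at 37 °C plus 30 min room temperature | detection = Fluo-8 calcium dye fluorescence, kinetic read | benchmarks = low control EC20 acetylcholine (0%), high control EC100 acetylcholine (100%)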
CHRM4 antagonist: human M4 muscarinic receptor antagonists, primary screen, CHO cells, Fluo-8 calcium fluorescence | CHO-hM4 cells, ACh EC80 | inhibition, % at 3 µM | actives 0.73% (n = 360,000) | Muscarinic acetylcholine receptor M4 (Homo sapiens), P08173;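 active = inhibition above its plate's cutoff, the mean inhibition of sample wells plus 3 SD, cut at about 27% in these data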;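 also: 0% = acetylcholine EC80 with DMSO and 100% = DMSO without agonist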
CHRM5 antagonist: human M5 muscarinic receptor antagonists, primary screen, CHO cells, Fluo-8 calcium fluorescence; Muscarinic acetylcholine receptor M5 (Homo sapiens), P08912; CHO-hM5 cells, ACh EC80; inhibition, % at 3 µM; actives 0.59% (n = 360,000); AID 624040, 2012;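 active = inhibition above a per-plate cutoff, the mean of that plate's test compounds plus 3 SD, cut at about 27% in these data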;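 also: 0% = acetylcholine EC80 with DMSO and 100% = DMSO without agonist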
CRFBP-R2 agonist: agonists of CRF-BP/CRF-R2 complex, primary screen, cell-based, HEK293, calcium dye fluorescence, uHTS. calcium dye fluorescence (FLIPR); percent of saturating CRF peptide response. actives 0.46% (n = 350,000). AID 588473, 2011. activation, % at 13.2 µM. CRF-binding protein / CRF receptor 2 complex (human);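 active = activation of at least 50%, plus an integration ratio under a set limit after plate pattern correction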;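 also: plate controls were neutral control wells without compound for no effect and CRF at EC100 for full effect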
* marks the source's active call; other numbers are inactive results. Hits appear at their usual frequency, and some 2.8% of all compounds hit somewhere here.

Screening COc1ccc(C(CNC(=O)c2oc3ccc(F)cc3c2C)N2CCCCC2)cc1 (centres undefined) returned M4 ag 3, CHRM1 antagonist 9, CHRM1 PAM -9, M4 PAM -5, CHRM5 agonist -8, M5 PAM -1, CHRM4 antagonist 10, CHRM5 antagonist -2 and CRFBP-R2 agonist -0.8.
Screening CCC(=O)N1CCCC(C(=O)NCc2ccc(C(C)C)cc2)CC1 (centres undefined) returned M4 ag 1, CHRM1 antagonist -19, CHRM1 PAM 5, M4 PAM -2, CHRM5 agonist -1, M5 PAM 0, CHRM4 antagonist -5 and CHRM5 antagonist 1.
`COc1ccc(/C=C(\C#N)C(=O)NCCCn2ccnc2)cc1` gave M4 ag 0, CHRM1 antagonist 12, CHRM1 PAM -11, M4 PAM -7, CHRM5 agonist 0, M5 PAM -10, CHRM4 antagonist 3, CHRM5 antagonist 11 and CRFBP-R2 agonist -1.4.
Screening COc1ccc(-c2cc3c(=O)n(CC(=O)NCCCN4CCC(N5CCCCC5)CC4)nc(C)n3n2)cc1 returned M4 ag 2, CHRM1 antagonist -5, CHRM1 PAM 1, M4 PAM 0, CHRM5 agonist -5, M5 PAM 2, CHRM4 antagonist 3, CHRM5 antagonist -10 and CRFBP-R2 agonist 1.2.
`COc1ccccc1CCNC(=O)c1csc2c1CCCC2` gave M4 ag 0, CHRM1 antagonist 4, CHRM1 PAM -3, M4 PAM -6, CHRM5 agonist -12, M5 PAM 9, CHRM4 antagonist 1, CHRM5 antagonist -2 and CRFBP-R2 agonist -4.4.
Screening O=C(NN=Cc1ccc2c(c1)CCN2)c1cccs1 returned M4 ag -1, CHRM1 antagonist -20, CHRM1 PAM 7, M4 PAM -1, CHRM5 agonist -1, M5 PAM -4, CHRM4 antagonist -8, CHRM5 antagonist 2 and CRFBP-R2 agonist -1.2.
COc1ccccc1N(CC(=O)NC1CCCC1)C(=O)CCC(=O)Nc1cc(C)on1 was read as M4 ag 0, CHRM1 antagonist -12, CHRM1 PAM 0, M4 PAM -3, CHRM5 agonist -1, M5 PAM -4, CHRM4 antagonist -7, CHRM5 antagonist -4 and CRFBP-R2 agonist 0.0.
`CCOc1cc(NC(=S)NCC2CCCO2)c(OCC)cc1NC(=O)c1ccccc1F` (centres undefined) gave M4 ag 0, CHRM1 antagonist 11, CHRM1 PAM -5, M4 PAM 0, CHRM5 agonist -1, M5 PAM 0, CHRM4 antagonist -6, CHRM5 antagonist 4 and CRFBP-R2 agonist -1.4.
For CCc1ccc(NC(=O)C2CCCN(S(=O)(=O)c3cccs3)C2)cc1 (centres undefined) the results were M4 ag 15, CHRM1 antagonist 4, CHRM1 PAM -8, M4 PAM -15, CHRM5 agonist 0, M5 PAM -6, CHRM4 antagonist 3, CHRM5 antagonist 12 and CRFBP-R2 agonist 1.0.
`Cc1nn(C)cc1/C=N/NC(=O)c1sc2ccccc2c1Cl` gave M4 ag 1, CHRM1 antagonist -8, CHRM1 PAM 3, M4 PAM -6, CHRM5 agonist -2, M5 PAM 0, CHRM4 antagonist 0, CHRM5 antagonist -5 and CRFBP-R2 agonist -1.3.
For CCCCN(C(=O)CCC(=O)Nc1cc(C)on1)C(C(=O)NC1CCCC1)c1ccc(OCC)cc1 (centres undefined) the results were M4 ag -2, CHRM1 antagonist -1, CHRM1 PAM 2, M4 PAM 3, CHRM5 agonist -7, M5 PAM 1, CHRM4 antagonist 9, CHRM5 antagonist 8 and CRFBP-R2 agonist -0.2.
CC1(C)CC(NS(=O)(=O)c2ccccc2)CC(C)(C)N1 was read as M4 ag 1, CHRM1 antagonist 1, CHRM1 PAM 0, M4 PAM 9, CHRM5 agonist -2, M5 PAM 3, CHRM4 antagonist 1, CHRM5 antagonist -2 and CRFBP-R2 agonist -0.6.
Screening O/N=C1\CCCc2oc3c(c21)CCCC3 returned M4 ag -1, CHRM1 antagonist 1, CHRM1 PAM -2, M4 PAM -3, CHRM5 agonist -6, M5 PAM -4, CHRM4 antagonist -2, CHRM5 antagonist 9 and CRFBP-R2 agonist -2.2.
CCOC(=O)c1sc(-n2[nH]c(C)cc2=O)nc1C was read as M4 ag -1, CHRM1 antagonist -3, CHRM1 PAM 6, M4 PAM 5, CHRM5 agonist 0, M5 PAM -4, CHRM4 antagonist 12, CHRM5 antagonist 2 and CRFBP-R2 agonist -0.8.
Screening COc1ccccc1/C=C/C(=O)N1CCOCC1 returned M4 ag 0, CHRM1 antagonist -15, CHRM1 PAM -2, M4 PAM -6, CHRM5 agonist -3, M5 PAM 1, CHRM4 antagonist 9, CHRM5 antagonist -1 and CRFBP-R2 agonist -4.6.
Screening C=CC1=C2C=C(C3CC3)N(C3CC3)C=C2C(=O)C(C)(OC(=O)c2ccco2)C1=O (centres undefined) returned M4 ag 2, CHRM1 antagonist -2, CHRM1 PAM 5, M4 PAM 4, CHRM5 agonist -3, M5 PAM 4, CHRM4 antagonist -11, CHRM5 antagonist -1 and CRFBP-R2 agonist 0.5.
COC(=O)c1cccc(NC(=O)c2nn(C(C)C)c(=O)c3ccccc23)c1 was read as M4 ag 1, CHRM1 antagonist 2, CHRM1 PAM 2, M4 PAM 1, CHRM5 agonist 0, M5 PAM 3, CHRM4 antagonist 8, CHRM5 antagonist -1 and CRFBP-R2 agonist -1.4.
`CN(C)C(=O)/C(C#N)=C\c1cc(Br)c(Sc2ccc(Cl)cc2)o1` gave M4 ag 0, CHRM1 antagonist -9, CHRM1 PAM 10, M4 PAM -4, CHRM5 agonist -2, M5 PAM -1, CHRM4 antagonist 2, CHRM5 antagonist 5 and CRFBP-R2 agonist -1.2.
Screening O=C1CCN(C(=O)c2ccccc2)c2ccccc21 returned M4 ag 0, CHRM1 antagonist 3, CHRM1 PAM -1, M4 PAM -3, CHRM5 agonist 1, M5 PAM -3, CHRM4 antagonist 4, CHRM5 antagonist 8 and CRFBP-R2 agonist 12.
Screening Cc1cc(NC(=O)c2ccc(C(C)(C)C)cc2)no1 returned M4 ag -1, CHRM1 antagonist -23, CHRM1 PAM 16, M4 PAM 1, CHRM5 agonist -12, M5 PAM 2, CHRM4 antagonist 9, CHRM5 antagonist 8 and CRFBP-R2 agonist 1.7.
Screening Cn1nc(-c2ccccc2)c(CN2CCN(c3ncccn3)CC2)c1Cl returned M4 ag -1, CHRM1 antagonist -3, CHRM1 PAM 5, M4 PAM -5, CHRM5 agonist -1, M5 PAM 8, CHRM4 antagonist -12, CHRM5 antagonist 2 and CRFBP-R2 agonist 2.2.
Screening O=C(C1=C[C@@H](C2CCCCC2)C[C@@H](OCCCCO)O1)N1CCN(Cc2ccccc2)CC1 returned M4 ag 3, CHRM1 antagonist -5, CHRM1 PAM 9, M4 PAM 0, CHRM5 agonist 1, M5 PAM 5, CHRM4 antagonist 0, CHRM5 antagonist 10 and CRFBP-R2 agonist 3.1.
For Cc1ccccc1CSCC(=O)Nc1ccccc1Br the results were M4 ag -2, CHRM1 antagonist -10, CHRM1 PAM 2, M4 PAM -2, CHRM5 agonist 0, M5 PAM -7, CHRM4 antagonist 1, CHRM5 antagonist 3 and CRFBP-R2 agonist 0.4.
COc1cccc(-c2csc(N3CCN(C(=S)Nc4ccccc4Cl)CC3)n2)c1 was read as M4 ag 7, CHRM1 antagonist -21, CHRM1 PAM 16, M4 PAM -1, CHRM5 agonist 0, M5 PAM -3, CHRM4 antagonist 4, CHRM5 antagonist 7 and CRFBP-R2 agonist -0.6.
Screening O=C(CSc1nnc(NC(=O)c2c(F)cccc2F)s1)NCc1ccc(F)cc1 returned M4 ag 0, CHRM1 antagonist -9, CHRM1 PAM 11, M4 PAM 3, CHRM5 agonist -2, M5 PAM -1, CHRM4 antagonist 4, CHRM5 antagonist 9 and CRFBP-R2 agonist 0.8.
Screening CCOC(=O)CN(c1ccccn1)S(=O)(=O)c1ccc(OC)cc1 returned M4 ag 1, CHRM1 antagonist 2, CHRM1 PAM 8, M4 PAM 6, CHRM5 agonist 5, M5 PAM 5, CHRM4 antagonist -4, CHRM5 antagonist -24 and CRFBP-R2 agonist 0.3.
Screening Cc1ccc(S(=O)(=O)N2CCN(C(=O)CNC(=O)c3ccc(Br)o3)CC2)cc1 returned M4 ag 2, CHRM1 antagonist 4, CHRM1 PAM 2, M4 PAM 2, CHRM5 agonist -4, M5 PAM 3, CHRM4 antagonist -9, CHRM5 antagonist -20 and CRFBP-R2 agonist -1.6.
Screening O=C(CC(CC(=O)c1ccccc1)c1ccccc1)c1ccccc1 returned M4 ag 4, CHRM1 antagonist 11, CHRM1 PAM -6, M4 PAM -5, CHRM5 agonist -2, M5 PAM -6, CHRM4 antagonist -12, CHRM5 antagonist 16 and CRFBP-R2 agonist 2.5.
C=CCN=C1S/C(=C\c2ccc(Cl)cc2)C(=O)N1CC=C was read as M4 ag -1, CHRM1 antagonist -4, CHRM1 PAM 0, M4 PAM 1, CHRM5 agonist 0, M5 PAM 13, CHRM4 antagonist -6, CHRM5 antagonist -6 and CRFBP-R2 agonist -0.1.
For Cc1ccc(N2CC(O)=C(c3nc4ccccc4c(=O)[nH]3)C2=N)cc1C the results were M4 ag 2, CHRM1 antagonist 9, CHRM1 PAM 3, M4 PAM 6, CHRM5 agonist -1, M5 PAM -10, CHRM4 antagonist -1, CHRM5 antagonist 19 and CRFBP-R2 agonist -4.8.
O=C(NCCOc1ccccc1)C1CCCN1C(=O)c1cccs1 (centres undefined) was read as M4 ag 1, CHRM1 antagonist -6, CHRM1 PAM 9, M4 PAM 8, CHRM5 agonist -6, M5 PAM 8, CHRM4 antagonist -1, CHRM5 antagonist 3 and CRFBP-R2 agonist 1.8.
For O=C(N/N=C/c1cccnc1)c1ccccc1OCc1ccc(Br)cc1 the results were M4 ag 12, CHRM1 antagonist 7, CHRM1 PAM -10, M4 PAM 0, CHRM5 agonist 2, M5 PAM -13, CHRM4 antagonist -8, CHRM5 antagonist 7 and CRFBP-R2 agonist -0.6.
CCn1cc(C(=O)Nc2ccc3c(c2)OCCO3)c2cc(OC)c(OC)cc2c1=O was read as M4 ag 10, CHRM1 antagonist -18, CHRM1 PAM 8, M4 PAM 2, CHRM5 agonist 3, M5 PAM -2, CHRM4 antagonist -14, CHRM5 antagonist 0 and CRFBP-R2 agonist -0.8.
For CCCCN1CC(COCc2ccccc2)Oc2cccc(Oc3ccc(OC)cc3)c2S1(=O)=O (centres undefined) the results were M4 ag 3, CHRM1 antagonist 3, CHRM1 PAM 1, M4 PAM -1, CHRM5 agonist 1, M5 PAM -2, CHRM4 antagonist -5, CHRM5 antagonist -9 and CRFBP-R2 agonist 9.5.

Screens: PubChem, several laboratories
